UBC13 polyUb – UBC13 polyubiquitin chain formation inhibitors, primary screen, biochemical, TR-FRET, uHTS; inhibition, % at 20 µM; hit rate 0.47% among 330,000; AID 485273, 2010; in the data active means inhibition above about 45%, passing the limit was not always enough; inconclusive means no clear call, values can overlap the other calls
Target sequence (P61088 whole entry, looked up): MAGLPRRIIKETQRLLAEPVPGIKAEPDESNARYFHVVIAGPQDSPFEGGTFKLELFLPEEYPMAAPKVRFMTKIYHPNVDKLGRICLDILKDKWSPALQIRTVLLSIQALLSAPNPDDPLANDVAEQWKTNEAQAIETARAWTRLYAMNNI
Gli-Sufu block – Gli-Sufu pathway antagonists, primary screen, luciferase luminescence, Sufu-KO-LIGHT cells, uHTS; Sufu-KO-LIGHT fibroblasts, Gli luciferase reporter luminescence; inhibition, % at 5 µM; hit rate 0.74% among 340,000;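 active means inhibition above about 55%, limit read from the data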;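 further: 0% = DMSO-treated cells and 100% = wells with medium but no cells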
APJ antag – antagonists of human apelin receptor APJ, primary screen, CHO-K1 cells, beta-arrestin complementation, luminescence; P35414; inhibition, % at 20 µM; hit rate 0.32% among 330,000;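 active means inhibition above about 40% at 20 µM, limit read from the data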;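 further: cells challenged with 10 nM apelin-13 agonist together with compound; plate controls were apelin-13 plus DMSO wells for no effect and DMSO wells lacking apelin-13 for full effect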
CCR6 antag – CCR6 receptor antagonists, primary screen, cell-based, CHO-K1, luminescence, beta-arrestin, uHTS. hit rate 0.49% among 340,000. AID 493098, 2011. inhibition, % at 20 µM. CHO-K1 CCR6 PathHunter beta-arrestin, CCL20-stimulated;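 active means compounds whose inhibition of the agonist-driven luminescence signal at 20 µM reaches about 50%, limit read from the data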;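 further: cells stimulated with CCL20 at 14 nM final; plate controls were DMSO with CCL20 for no effect and DMSO without agonist for full effect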
Target sequence (P51684 whole entry, looked up): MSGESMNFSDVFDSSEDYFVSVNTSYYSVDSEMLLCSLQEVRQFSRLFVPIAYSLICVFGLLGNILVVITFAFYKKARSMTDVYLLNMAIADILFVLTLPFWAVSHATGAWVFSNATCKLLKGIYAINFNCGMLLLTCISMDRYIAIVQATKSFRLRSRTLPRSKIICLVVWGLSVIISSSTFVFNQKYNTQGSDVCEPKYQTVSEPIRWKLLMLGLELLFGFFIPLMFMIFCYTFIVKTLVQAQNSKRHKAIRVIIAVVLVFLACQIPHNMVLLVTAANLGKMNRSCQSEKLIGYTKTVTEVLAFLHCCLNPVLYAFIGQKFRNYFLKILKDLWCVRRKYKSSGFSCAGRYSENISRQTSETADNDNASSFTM
EBI2 antag – EBI2 receptor antagonists, beta-arrestin recruitment, primary screen, cell-based, luminescence, 7a,25-OHC stimulation, uHTS | 7a,25-OHC stimulated | hit rate 0.81% among 360,000 | AID 651636, 2012 | inhibition, % at 5 µM; in the data active means inhibition above about 38%;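 further: enzyme fragment complementation signal reports receptor beta-arrestin coupling in cells; 0% = agonist plus DMSO wells and 100% = wells without agonist; some results beyond the cut were filed as inactive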
Jurkat NFkB inh – inhibitors of induced NF-kB luciferase reporter, primary screen, TCR NF-kB activation inhibitor project, cell-based, luminescence, uHTS; Jurkat, PMA/ionomycin-induced NF-kB luciferase reporter; inhibition, % at 4 µM; hit rate 0.53% among 330,000; AID 435003, 2010; in the data active means inhibition above about 50%
697 NFkB inh – inhibitors of PMA/ionomycin-induced NF-kB reporter, 697 cells, primary screen, B-cell NF-kB inhibitor project, cell-based, luminescence, uHTS | 697 B-cell NF-kB luciferase reporter, 16 h | inhibition, % at 4 µM | AID 435022, 2010 | hit rate 0.33% among 330,000; in the data active means inhibition above about 35%
CXCR6 inh – CXCR6 receptor inhibitors, primary screen, cell-based, beta-arrestin, luminescence, CHO-K1 PathHunter, 1536-well | inhibition, % at 20 µM | hit rate 0.36% among 360,000 | AID 602244, 2012; in the data active means inhibition above about 34%, passing the limit was not always enough;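 further: antagonist mode with CXCL16 agonist at 10 nM final; 0% = 10 nM CXCL16 with DMSO and 100% = unstimulated wells without agonist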
Target sequence (O00574 whole entry, looked up): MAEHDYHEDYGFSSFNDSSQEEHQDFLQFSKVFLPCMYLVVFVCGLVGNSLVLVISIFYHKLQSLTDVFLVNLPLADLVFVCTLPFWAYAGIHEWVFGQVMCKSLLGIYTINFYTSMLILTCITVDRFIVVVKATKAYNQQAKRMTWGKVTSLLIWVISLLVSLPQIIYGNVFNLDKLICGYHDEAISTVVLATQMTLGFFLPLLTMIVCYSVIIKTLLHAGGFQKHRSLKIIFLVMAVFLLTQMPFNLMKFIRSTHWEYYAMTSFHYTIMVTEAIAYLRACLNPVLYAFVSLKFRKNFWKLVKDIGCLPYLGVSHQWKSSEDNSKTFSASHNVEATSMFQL
An asterisk follows results filed as active; ? = inconclusive; · = not tested or not shown.

Fields – UBC13 polyUb, Gli-Sufu block, APJ antag, CCR6 antag, EBI2 antag, Jurkat NFkB inh, 697 NFkB inh, CXCR6 inh
[1] COc1ccc2occ(C(=O)c3coc4ccc(O)c(CN(C)C)c34)c2c1
  22, 9, -17, 8, -3, -4, -6, -7
[2] CCNc1nc(NCC)n2c(SCC(=O)Nc3ccc(CC)cc3)nnc2n1
  -6, 4, 3, 3, 3, 5, -1, -6
[3] C=CCSc1ncc(C(=O)OCC)c(N)n1
  5, -14, 3, 4, -3, -28, -29, 2
[4] c1ccc2c(c1)oc1c(N3CCN(Cc4ccc5c(c4)OCO5)CC3)ncnc12
  ·, 15, ·, 4, 23, ·, ·, -8
[5] N#Cc1ccc(C(=O)Nc2ccc(N3CCN(C(=O)c4ccco4)CC3)cc2)c(F)c1
  -4, 6, 1, -10, 5, 7, 8, 3
[6] O=C1N[C@@H](Cc2ccccc2)C(=O)N2[C@@H]1C[C@]1(Br)c3ccccc3N(S(=O)(=O)c3ccccc3)[C@H]21
  7, 8, 20, 3, ·, -6, -2, ·
[7] O=C(CN1C(=O)CSc2ccccc21)Nc1ccccc1C(=O)N1CCOCC1
  7, 21, -8, 3, -17, -1, 10, -2
[8] CC1Sc2ccc(S(=O)(=O)N3CCC(C(=O)NCc4ccc(Cl)cc4)CC3)cc2NC1=O (centres undefined)
  5, 14, -13, 14, 42, 8, 2, -9
[9] Cn1c(=O)[nH]c(=O)c2c1[nH]c(=S)n2Cc1ccc(Cl)cc1
  ?, -14, 5, 2, 8, 1, 13, 3
[10] COc1ccccc1OCC(=O)N1CC2(C)CC1CC(C)(C)C2 (centres undefined)
  -14, 8, 7, 2, -4, -6, -12, 1
[11] O=C1/C(=C\c2ccccn2)SC(=S)N1c1ccc(S(=O)(=O)Nc2nccs2)cc1
  -17, 10, -14, 7, -1, -5, -11, -6
[12] CC(=O)N1CCN(C(=S)Nc2ccc(SC(F)F)cc2)CC1
  -8, -3, -9, -14, -2, 9, 11, -9
[13] CC1CCN(C(=S)NC(=O)c2ccco2)CC1
  -4, 4, 1, 6, -13, 9, -20, 10
[14] O=C(N/N=C1\CCCc2ccccc21)c1ccccc1Cl
  2, -39, -2, 11, 3, -37, -27, -7
[15] CCn1nc(C)c(NC(=O)/C=C/c2ccc(OC)c(COc3ccc(Br)cc3)c2)c1C
  4, 8, -4, 23, 25, 9, -34, 12
[16] CC(Sc1ccc2c(c1)OCCO2)C(=O)Nc1ccc(N2CCOCC2)cc1 (centres undefined)
  4, 0, 3, -4, -6, -3, 19, 0
[17] COc1ccc2[nH]c3nc(SCC(=O)NNC(=O)c4ccc(OC)c(OC)c4)nnc3c2c1
  -22, -7, -5, 9, -2, -11, -3, -6
[18] CC1Cc2nc(SCC(=O)Nc3nccs3)n(Cc3ccccc3)c(=O)c2S1 (centres undefined)
  2, -7, -60, 12, 1, -12, 6, 13
[19] Cc1ccc(CS(=O)(=O)CCC(=O)NCc2ccc(F)cc2)cc1
  -1, 6, -41, 0, -6, 12, 0, 10
[20] Cc1ccc(NC(=S)NCCO)c(C)c1
  4, -3, 12, 6, -8, 1, 6, -7
[21] CC(C)Oc1ccc(OCCCN2CCCCCC2)cc1
  2, 5, 12, -7, -2, -2, 5, 3
[22] Cc1cccc(C(=O)Nc2ccc(O)cc2C(=O)O)c1
  -8, -3, -1, 22, -2, 0, 12, 3
[23] Cc1nn(C)cc1/C=N\NC(=O)c1csc2c1CCCC2
  1, -6, 11, 12, -5, -2, 5, 0
[24] CC1=NN(c2ccc(F)cc2)C(=O)C1C(c1cccc(O)c1)c1c(C)[nH]n(-c2ccc(F)cc2)c1=O (centres undefined)
  -40, 9, 20, 7, 9, 0, 0, 0
[25] CCc1noc(C)c1C(=O)N(CC)CC(=O)Nc1ccccc1C(F)(F)F
  1, 8, -8, -3, 1, 2, 2, 4
[26] CCC1=NN(C(=O)Cc2ccc(OC)c(OC)c2)C(O)(C(F)(F)F)C1 (centres undefined)
  4, 5, 3, 7, 0, 10, 14, -3
[27] COc1ccccc1C(=O)NC(CCSC)C(=O)N1CCC(Cc2ccccc2)CC1 (centres undefined)
  11, 5, -24, 16, 18, -9, -25, -2
[28] Cn1c2c(c(=O)c3ccccc31)CCC(C)(C)O2
  -2, 5, -16, 5, -21, -15, -29, 2
[29] CN(C)Cc1c(O)ccc2ccccc12
  -3, 7, -29, 0, 1, -10, 8, -1
[30] CCOc1ccc(-n2c(SCC(N)=O)nc3c(c2=O)SCC3)cc1
  -1, 9, 11, -13, -5, -9, -3, -4

Values in list order from the entries so far.
APJ antag, entries 15 to 21 → -4, 3, -5, -60, -41, 12, 12
CXCR6 inh, entries 15 to 21 → 12, 0, -6, 13, 10, -7, 3
Gli-Sufu block, entries 15 to 21 → 8, 0, -7, -7, 6, -3, 5

Copied from the list:
EBI2 antag result of `Cc1nn(C)cc1/C=N\NC(=O)c1csc2c1CCCC2` = -5
697 NFkB inh result of `O=C1/C(=C\c2ccccn2)SC(=S)N1c1ccc(S(=O)(=O)Nc2nccs2)cc1` = -11
APJ antag result of `Cc1ccc(NC(=S)NCCO)c(C)c1` = 12
CCR6 antag result of `CN(C)Cc1c(O)ccc2ccccc12` = 0

One compound at a time, from the list above. Values in the order: UBC13 polyUb, Gli-Sufu block, APJ antag, CCR6 antag, EBI2 antag, Jurkat NFkB inh, 697 NFkB inh, CXCR6 inh
O=C(CN1C(=O)CSc2ccccc21)Nc1ccccc1C(=O)N1CCOCC1 as listed: 7, 21, -8, 3, -17, -1, 10, -2
CCn1nc(C)c(NC(=O)/C=C/c2ccc(OC)c(COc3ccc(Br)cc3)c2)c1C as listed: 4, 8, -4, 23, 25, 9, -34, 12
CCc1noc(C)c1C(=O)N(CC)CC(=O)Nc1ccccc1C(F)(F)F as listed: 1, 8, -8, -3, 1, 2, 2, 4
O=C1/C(=C\c2ccccn2)SC(=S)N1c1ccc(S(=O)(=O)Nc2nccs2)cc1 as listed: -17, 10, -14, 7, -1, -5, -11, -6
Cn1c(=O)[nH]c(=O)c2c1[nH]c(=S)n2Cc1ccc(Cl)cc1 as listed: ?, -14, 5, 2, 8, 1, 13, 3

(continued)
Fields – UBC13 polyUb, Gli-Sufu block, APJ antag, CCR6 antag, EBI2 antag, Jurkat NFkB inh, 697 NFkB inh, CXCR6 inh
[31] O=C(NCc1nc2ccccc2[nH]1)C1=C[C@H](c2ccccc2)C[C@H](OCCCCO)O1
  12, 7, 10, 10, 0, 1, 10, 10
[32] C=CCN(c1ccccc1)S(=O)(=O)c1cc2c(cc1C)N(C)CCO2
  -17, 0, 19, 10, 1, 5, 7, -1
[33] CN(CC(=O)Nc1ccccc1C(F)(F)F)C(=O)c1cc([N+](=O)[O-])ccc1N1CCOCC1
  -9, 9, -4, -3, 1, -14, -12, 0
[34] CSc1sc(C(=O)O)c2c1C(=O)CCC2
  -2, -1, 13, 0, -11, -4, 13, 0
[35] COc1ccc(-c2coc3cc(O)cc(O)c3c2=O)cc1OC
  8, -9, -16, -11, -3, -23, -31, -1
[36] CCCCOC(=O)c1ccc(OC(=O)c2cccnc2)cc1
  10, -18, 5, 15, 0, -23, -9, -2
[37] CC(=O)c1cccc(OCC(=O)N(C)CC(=O)Nc2ccc(F)cc2)c1
  -5, -14, -1, 5, ·, -5, 17, ·
[38] O=C(O)c1ccc(C=NN=C2c3ccccc3-c3ccccc32)cc1
  ·, 16, ·, 13, -15, ·, ·, 4
[39] Cc1ccc(O)c(NC2=C(Cl)C(=O)N(Cc3ccccc3)C2=O)c1
  ·, 25, ·, 14, 9, ·, ·, 8
[40] COc1ccc(NC(=O)CSc2c3c(nc4ccccc24)CCC3)c(OC)c1
  -2, 10, -8, 8, 9, 1, -5, 4
[41] CN1C(=O)c2ccc(NC(=O)c3cccc(N4C(=O)CCC4=O)c3)cc2C1=O
  8, -16, 5, 18, 14, 3, 1, 8
[42] COc1ccc(CCNC(=O)Cn2nnc(C(=O)Nc3cc(C)ccc3C)c2N)cc1OC
  2, -5, 9, 3, 9, 9, -9, -9
[43] CCC(C)NC(=O)CNC(=O)c1nn(-c2ccc(OC)cc2)c(=O)c2ccccc12 (centres undefined)
  7, 13, -1, 0, -3, 3, 2, 7
[44] COc1ccccc1CNC(=O)CN(C)S(=O)(=O)c1ccc2c(c1)n(C)c(=O)c(=O)n2C
  4, 8, 27, 0, -10, 6, -5, 4
[45] COc1ccc(S(=O)(=O)N(CC(=O)O)Cc2ccccc2)cc1OC
  -1, -3, -25, 1, -7, -2, 1, 0
[46] CCCCC/C=C/C1=CC(=O)C[C@H](c2ccc(OC)cc2)C1
  -19, -6, -4, 10, 2, 0, 10, -2
[47] Cc1ccccc1C(=O)Nc1cccc(-c2ccc3nncn3n2)c1
  -4, 22, -7, 9, -16, 5, -6, -2
[48] CCOC(=O)c1c(C)[nH]c(C(=O)N2CCCC(C(=O)c3cccc(OC)c3)C2)c1C (centres undefined)
  6, 16, 13, 4, 4, 6, -7, 0
[49] O=C(NC1CCCCC1)c1cc2nc3c(c(C(F)(F)F)n2n1)CCCC3
  1, -45, 13, -1, 10, -89, -71, -6
[50] COc1ccc(CN(CC(=O)NCCc2ccccc2)C(=O)CCC(=O)Nc2ccccn2)cc1
  5, 0, 0, 13, 4, -1, 4, -2
[51] CCCn1c(SCC(=O)Nc2ccc3c(c2)OCCO3)n[nH]c1=O
  0, -11, 26, -2, -2, -17, 15, 4
[52] O=C(C1CCCN1S(=O)(=O)c1ccc(Cl)cc1)N1CCOCC1 (centres undefined)
  -4, 8, -7, -8, 8, -12, -36, -9
[53] O=C1C2CC3N1CCC31c3ccccc3-n3c1c2ccc3=O (centres undefined)
  ·, -37, ·, 2, -6, ·, ·, 2
[54] O=c1oc2ccccc2cc1-c1nnc(NCc2ccco2)s1
  -8, -89, 3, 9, 2, -18, -51, 2
[55] CCOc1ccc(S(=O)(=O)/N=C(/Nc2ccc(OC)cc2)c2ccccc2)cc1
  7, -4, -27, 6, 0, 6, 2, 2
[56] O=C(/C=C/c1cccs1)N1CCN(c2ccc(O)cc2)CC1
  -7, 18, -14, -4, 22, -38, -55, -2
[57] CCOc1ccc(NS(=O)(=O)c2cc(OC)ccc2OC)cc1
  1, 7, 2, -11, -1, 11, -4, -1
